# RT RNaseH block – blocks HIV-1 RNase H cleavage of RNA/DNA duplex; P04585; RT-RNase H RNA/DNA duplex cleavage, fluorescence; inhibition, % at 10 µM; 1.9% of 65,000 active; AID 565; in the data active means inhibition above about 50%
# RmlC RmlD mix – RmlC/RmlD inhibition, mixture screen | RmlC/RmlD coupled enzyme inhibition, 384-well mixture HTS | inhibition, % at 5.5 µM | 0.39% of 110,000 active | AID 1532; in the data active means inhibition above about 30%, passing the limit was not always enough; further: strong numbers were not always called active
# Numbers without * were called inactive; nt = no result given. This is a subset (hit frequency here may not be typical).
# Fields – RT RNaseH block	RmlC RmlD mix
CC1=CS/C(=C(/C#N)C(=O)NCc2ccco2)N1c1ccccc1
 : -26	-3
COc1cc(-c2nc(-c3ccc(NC(=O)c4ccc5c(c4)OCO5)cc3)no2)cc(OC)c1OC
 : 8	-13
C=C[C@@](C)(O)CC[C@@H]1[C@@]2(C)CCCC(C)(C)[C@@H]2CC[C@@]1(C)O
 : nt	-11
C#CCNC(=O)/C=C/c1ccc(C)cc1
 : nt	-11
NNC(=O)COc1cccc2cccnc12
 : nt	-12
Cc1cccc(NC(=O)CSc2nnc(-c3ccncc3)n2C)c1
 : -4	7
CCCOc1ccc(N2C(=O)CC(N(CCc3ccc(S(N)(=O)=O)cc3)C(C)=O)C2=O)cc1 (centres undefined)
 : nt	8
Cc1noc(C)c1COc1cccc(C(=O)Nc2ccc(OCc3ccccc3)cc2)c1
 : nt	3
COc1ccc(CSc2nnc(CNS(C)(=O)=O)o2)cc1
 : nt	4
N#Cc1c(NC(=O)c2ccc(Br)o2)n(-c2ccccc2)c2nc3ccccc3nc12
 : 2	nt
Cc1ccc(S(=O)(=O)Nc2nc3ccccc3nc2NCc2ccco2)cc1
 : 3	-8
COc1ccc(S(=O)(=O)N(CCc2ccccc2)CC(=O)O)cc1OC
 : 0	-1
COC(=O)CSc1nnc(-c2ccccc2O)n1-c1ccc(C)cc1
 : -14	-11
Cc1cc(-c2cc(-c3ccc(Cl)cc3)on2)nc(NCC2CC2)n1
 : nt	-19
O=C1CC(c2ccccc2)n2nc(NC(=O)c3cccnc3)nc2N1 (centres undefined)
 : -9	-15
COc1ccc(OCc2nc(N)nc(Nc3cccc(C)c3C)n2)cc1
 : -8	7
Cc1ccccc1-c1nc(-c2cccnc2)no1
 : -25	-14
CCCOc1ccc(N2C(=O)CC(N3CCC(C(=O)OCC)CC3)C2=O)cc1 (centres undefined)
 : 1	2
CC1=C(/C=C/C(C)=C/C=C/C(C)=C/C(=O)O)C(C)(C)CCC1
 : 3	7
O=C(Nc1ccccc1)O/N=C(\c1ccccc1)c1ccccn1
 : nt	0
COc1ccc(C(=O)COc2ccc(NC(C)=O)cc2)cc1
 : 1	1
Cc1ccc(S(=O)(=O)CCc2nnc(NC(=O)c3ccccn3)s2)cc1
 : 28	-16
O=C(OCCCC(=O)N1CCOCC1)c1ccccc1
 : -12	-12
CC1Cc2ccccc2N1C(=O)c1cc2sccc2n1Cc1ccccc1 (centres undefined)
 : nt	1
CC(C(N)=O)N1CC(c2ccccc2)CC1=O (centres undefined)
 : -2	12
Clc1ccc(-c2nnc(-c3ccccc3Cl)o2)cc1
 : -28	-6
Cc1cccc(C(=O)Nc2ncc(CN3CCOCC3)s2)c1
 : -5	-16
CCOCCCNC(=O)C(c1ccc(C)cc1)N(Cc1ccc2c(c1)OCO2)C(=O)CNC(C)=O (centres undefined)
 : nt	-25
CN(C)C=Nc1nonc1-c1ncn[nH]1
 : 2	8
COc1cccc(N2CCN(C(=O)c3ccc(N4C(=O)NC5CC4(C)Oc4ccccc45)cc3)CC2)c1 (centres undefined)
 : -11	nt

# Three entries already listed, ordered by length of the SMILES, ascending.
# Fields – RT RNaseH block	RmlC RmlD mix
C#CCNC(=O)/C=C/c1ccc(C)cc1
 : nt	-11
COc1ccc(C(=O)COc2ccc(NC(C)=O)cc2)cc1
 : 1	1
Cc1cc(-c2cc(-c3ccc(Cl)cc3)on2)nc(NCC2CC2)n1
 : nt	-19

# More structures follow:
# Fields – RT RNaseH block	RmlC RmlD mix
O=S(=O)(NCCc1cn2ccccc2n1)c1cccs1
 : 1	6
Cc1ccc(CNC(=O)CSc2c3c(nc4ccc(Cl)cc24)CCCC3)o1
 : nt	6
COc1ccc(-c2cc(C(F)(F)F)c(C#N)c(SCC(=O)Nc3ccc(C)cc3)n2)cc1
 : nt	3
Cc1cc2oc(C(=O)N(Cc3ccco3)C3CCS(=O)(=O)C3)cc(=O)c2cc1Cl (centres undefined)
 : -4	-3
NC(=O)c1ccc(-n2nnnc2SCc2ccccc2)cc1
 : -15	-8
COC(=O)C1=C(CSc2nncn2C)NC(=O)NC1c1cc(C)ccc1C (centres undefined)
 : -2	6
CCC(C)OC(=O)c1[nH]c2c(c1C)C(=O)CC(c1ccc(N(C)C)cc1)C2 (centres undefined)
 : -1	-7
CC1CCc2nc(NC(=O)C3COc4ccccc4O3)sc2C1 (centres undefined)
 : nt	-10
Cc1cc(C(=O)OCC(=O)NC2CCS(=O)(=O)C2)c(C)n1-c1ccccc1 (centres undefined)
 : 0	9
CCOC(=O)NCc1ccc(S(=O)(=O)Nc2ccccc2C)cc1
 : -4	4
O=C(O)c1cc2c(o1)CCC/C2=N\O
 : nt	3
Cc1cccc(NC(=O)CSc2nc(N)c(NC(=O)c3cccs3)c(=O)[nH]2)c1
 : nt	-6
CC(O)CNc1nc2c(c(=O)n(C)c(=O)n2C)n1C/C=C/c1ccccc1 (centres undefined)
 : 0	-6
COc1cc(OC)c(NC(=O)CS(=O)(=O)Cc2nc(-c3ccc(C)cc3)oc2C)cc1Cl
 : -12	-13
COC(=O)c1ccccc1NC(=O)c1c(Br)cnn1C
 : nt	7
O=C1N=c2ccccc2=C1c1sc(=S)n(CC2CCCO2)c1O (centres undefined)
 : 20	-9
Clc1ccc(OCCCNCc2ccccc2)c(Br)c1
 : nt	6
Cc1ccc(NS(=O)(=O)N(C)C)cc1
 : nt	7
Cn1c(=O)c2c(-c3ccccc3F)c3c(nc2n(C)c1=O)-c1ccccc1C3O (centres undefined)
 : nt	-7
O=C(N/N=C/c1cccnc1)c1ccc([N+](=O)[O-])cc1Cl
 : nt	3
C=CCn1c(SCn2nnc3ccccc3c2=O)nnc1-c1ccc(Cl)cc1
 : -1	-132
COc1ccc(OC)c(NC(=O)c2c(NC(=O)CNCc3ccco3)sc3c2CCC3)c1
 : 24	-10
COc1ccc(OC)c(NC(=O)CN2CCN(C(=O)c3ccco3)CC2)c1
 : 3	-12
CCOc1ccc(/C(O)=C2/C(=O)C(=O)N(CCCn3ccnc3)C2c2cccs2)cc1Cl (centres undefined)
 : 5	6
Cc1ccc(S(=O)(=O)NC(=O)Nc2nnc(C)s2)cc1
 : nt	-9
O=C(NC(Cc1ccccc1)C(=O)N1CCN(c2ccccn2)CC1)c1ccco1 (centres undefined)
 : -1	-15
Nc1nc(COc2ccc3ccccc3c2)cs1
 : -47	-3
CC(C)NS(=O)(=O)c1ccc(OCC(=O)Nc2ccc3c(c2)OCO3)c(Cl)c1
 : 2	5
Cc1cc(C)n2c(SCC(=O)Nc3cc(C)on3)nnc2n1
 : -5	29
Cn1c(=O)n(-c2ccccc2)c(=O)c2c3c(sc21)COC(C)(C)C3
 : -7	-11

# Next part:
smiles | RT RNaseH block | RmlC RmlD mix
O=C(NCc1ccc2c(c1)OCO2)c1cc2c(s1)CSC2 | 21 | 9
c1ccc(Nc2cccc(Nc3ccccc3)n2)cc1 | nt | -11
COc1cc(C(=O)NCCc2nc3ccccc3n2C)cc(OC)c1OC | nt | 3
O=c1c2ccccc2nc(-c2ccc(Cl)cc2)n1C1CCS(=O)(=O)C1 (centres undefined) | nt | -1
CCC(c1nnnn1C1CCCCC1)N1CCN(C2CCCC2)CC1 (centres undefined) | -9 | 11
CCN(CC)S(=O)(=O)C1CCS(=O)(=O)C1 (centres undefined) | -8 | -12
Cn1c(C(C#N)/C(=N\S(=O)(=O)c2cccs2)c2ccccc2)nc2ccccc21 (centres undefined) | 6 | -2
C[C@H](CCC(=O)O)[C@H]1CC[C@H]2[C@@H]3[C@H](O)C[C@@H]4C[C@H](O)CC[C@]4(C)[C@H]3C[C@H](O)[C@]12C | nt | 3
COCCNS(=O)(=O)c1cccc2cccnc12 | -40 | 0
COc1ccc(S(=O)(=O)N2CCC(C(=O)Nc3nnc(CCN4CCCCC4)s3)CC2)cc1 | -4 | -14
CCN(CCO)Cc1csc2ccc(Br)cc12 | nt | -11
O=C(CN1CCN(C(=O)c2ccccc2F)CC1)Nc1ccc(Br)cc1 | -7 | -13
Cc1cccc(-n2ncc3c(NCCc4ccc(S(N)(=O)=O)cc4)ncnc32)c1 | -8 | 7
CCOc1ccc(C(=O)NCC2CCCO2)cc1 (centres undefined) | -2 | -12
O=C(CSc1nc(O)c(C2CCCCC2)c(=O)[nH]1)NCC1CCCO1 (centres undefined) | -9 | 12
CCNC(=O)CC1C(=O)N(c2ccc(OC)cc2)C(=O)N1Cc1ccc(OC)cc1 (centres undefined) | -7 | 11
Cc1nnc(NC(=O)CSc2nnc(CCc3nc4ccccc4[nH]3)n2C)s1 | 3 | -7
Cc1ccc(NC(=O)C2C3C=CC4(CN(Cc5cccnc5)C(=O)C24)O3)cc1 (centres undefined) | -6 | -6
c1ccc(N2CCN(c3nc4ccccc4n4nnnc34)CC2)cc1 | -10 | 46
CNc1nc(-c2ccccc2)nnc1C(F)(F)F | nt | 5
Cc1cc(Nc2nc3c(c(=O)n(C)c(=O)n3C)n2C)n(-c2ccc(Cl)cc2)n1 | 3 | -12
O=C(NNS(=O)(=O)c1ccccc1)C1CCN(S(=O)(=O)c2ccc(Cl)cc2)CC1 | nt | 97
CCOC(=O)CNc1c(-c2ccc(F)cc2)nc2cnccn12 | 3 | 50*
O=C1c2cccc3c([N+](=O)[O-])ccc(c23)C(=O)N1c1nccs1 | nt | -10
CCOC(=O)c1c(N)sc2c(O)c(Br)ccc12 | 7 | -7
Cc1cc(C)nc(/N=C/c2c(O)n(C)c(=O)n(C)c2=O)n1 | -18 | nt
O=C1CCC(=O)N1CNc1cccnc1 | 2 | 3
Cc1csc(NC(=O)Nc2ccc(Cl)cc2)n1 | -2 | 0
Cn1c(SCC(=O)c2ccc3c(c2)OCO3)nnc1C1COc2ccccc2O1 (centres undefined) | 16 | -14
COc1ccc(-c2ccc3c(N)c(C(=O)c4ccc(OC)c(OC)c4)sc3n2)cc1 | nt | 17
CCc1ccc(N2CC(C(=O)Nc3nccs3)CC2=O)cc1 (centres undefined) | -14 | -2
O=C1c2ccccc2C(=O)C1c1ccnc2ccccc12 | nt | -9
O=C(CCSc1nc(-c2ccc3c(c2)OCO3)cc(C(F)(F)F)n1)NCc1ccco1 | -4 | -4
CCN1C(=O)C(CC(=O)NC2CCCCC2)N(CC)C1=O (centres undefined) | -1 | -4
Cc1nn(-c2ccccc2)c2sc(C(=O)N(CC(=O)NC3CCCC3)Cc3ccco3)cc12 | 24 | 21
COc1ccc(NC(=O)C2c3cc(OC)c(OC)cc3C(=O)N(C)C2c2cccnc2)cc1OC (centres undefined) | -2 | 2
C=CC[n+]1c(-c2ccc(OCC)cc2)csc1NNC(=O)Nc1ccccc1 | nt | 4
COc1ccc(OC)c(-c2nnc(SCC(=O)N3CCOCC3)o2)c1 | -4 | 6
CCOP(=O)(c1ccccc1)C1(C#N)CCCC1 (centres undefined) | -6 | 4
CCc1nc2ccccc2c(=O)n1-c1ccc2ccccc2c1 | nt | 5

# Complete entries from above.
# `Cc1nn(-c2ccccc2)c2sc(C(=O)N(CC(=O)NC3CCCC3)Cc3ccco3)cc12` across the screens: RT RNaseH block = 24; RmlC RmlD mix = 21
# `c1ccc(N2CCN(c3nc4ccccc4n4nnnc34)CC2)cc1` across the screens: RT RNaseH block = -10; RmlC RmlD mix = 46
# `CCN1C(=O)C(CC(=O)NC2CCCCC2)N(CC)C1=O` (centres undefined) across the screens: RT RNaseH block = -1; RmlC RmlD mix = -4

# Back to the main list; the 2 compounds before the break are reprinted first.
smiles | RT RNaseH block | RmlC RmlD mix
CCOP(=O)(c1ccccc1)C1(C#N)CCCC1 (centres undefined) | -6 | 4
CCc1nc2ccccc2c(=O)n1-c1ccc2ccccc2c1 | nt | 5
CNC(=O)CN1C(=O)C2C3C=CC(C3)C2C1=O (centres undefined) | -20 | -9
COc1ccc(CCNC(=O)C2CC3Cn4c(nc5ccccc54)C3N2c2ccccc2)cc1 (centres undefined) | nt | 2
COc1ccc(OC)c2sc(NC(=O)C3CC3)nc12 | -5 | -4
COC(=O)COc1ccc(S(=O)(=O)NC2CCCCCC2)cc1 | 1 | 5
CCOCCOC(=O)CCSc1n[nH]c(=O)[nH]c1=O | -7 | 1
COC(=O)Nc1ccc(S(=O)(=O)Nc2ccc(O)cc2)cc1 | nt | 4
COC(=O)NCc1ccc(S(=O)(=O)N2CCOCC2)cc1 | 0 | -12
O=[N+]([O-])c1cc(S(=O)(=O)Nc2cccc(C(F)(F)F)c2)ccc1-n1nnc2ccccc21 | nt | -1
CSCC[C@H](NC(=O)Nc1cccc(C(F)(F)F)c1)C(=O)O | -7 | 9
O=C1OC(Oc2ccccc2)(c2ccccc2)c2ccccc21 (centres undefined) | nt | -8
COc1ccc([C@@H]2Sc3ccccc3N(CCN(C)C)C(=O)[C@@H]2OC(C)=O)cc1 | -3 | 7
CCOC(=O)C1C2C=CC3(CN(Cc4cccs4)C(=O)C13)O2 (centres undefined) | -2 | 25
COc1ccc(C(=O)NCc2ccccc2OC)cc1 | -2 | 8
O=C(NCc1cccc(C(F)(F)F)c1)c1cc(Cl)cc(Cl)c1 | nt | -7
CCOC(=O)C1C(=O)C(C(=O)OCC)C(c2cccnc2)NC1c1cccnc1 (centres undefined) | -7 | 32

# Screens as filed in PubChem BioAssay.
